From PubChem
KCNQ1 block: inhibitors of human KCNQ1 channel, primary screen, cell-based, thallium flux, high-throughput | Potassium voltage-gated channel subfamily KQT member 1 (Homo sapiens), P51787 | CHO-K1 KCNQ1, FluxOR thallium flux fluorescence; stronger effect = higher value | B-score at 10 µM | 1.3% of 310,000 active | AID 2642, 2010;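 active means compounds whose thallium flux B-score, printed positive for inhibition, exceeds three library SD while starting fluorescence stays within three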;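 further: channel opened by potassium depolarization with thallium stimulus after 20 min compound exposure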
Target sequence (P51787 whole entry, looked up): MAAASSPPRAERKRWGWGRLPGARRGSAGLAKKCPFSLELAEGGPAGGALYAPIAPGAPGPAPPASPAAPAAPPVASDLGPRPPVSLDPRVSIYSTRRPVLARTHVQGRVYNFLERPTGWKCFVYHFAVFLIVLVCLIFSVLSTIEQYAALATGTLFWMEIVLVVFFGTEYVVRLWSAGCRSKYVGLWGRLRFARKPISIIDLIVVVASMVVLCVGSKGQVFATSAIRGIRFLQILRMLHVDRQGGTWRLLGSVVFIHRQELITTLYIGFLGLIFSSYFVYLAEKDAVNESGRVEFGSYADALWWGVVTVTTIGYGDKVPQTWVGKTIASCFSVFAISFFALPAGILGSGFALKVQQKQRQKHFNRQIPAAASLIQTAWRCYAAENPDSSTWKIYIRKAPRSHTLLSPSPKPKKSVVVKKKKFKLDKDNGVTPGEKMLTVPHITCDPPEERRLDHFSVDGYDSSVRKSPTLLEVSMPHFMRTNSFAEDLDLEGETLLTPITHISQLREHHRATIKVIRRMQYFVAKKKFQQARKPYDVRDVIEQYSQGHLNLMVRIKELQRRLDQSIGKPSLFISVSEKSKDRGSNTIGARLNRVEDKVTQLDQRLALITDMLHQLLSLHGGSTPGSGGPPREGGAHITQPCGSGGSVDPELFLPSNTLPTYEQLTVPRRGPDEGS
KCNK3 block: human KCNK3 channel inhibitors, primary screen, CHO cells, FluxOR thallium flux, B-score; Potassium channel subfamily K member 3 (Homo sapiens), O14649; B-score at 10 µM; FluxOR fluorescence; stronger effect = lower value; AID 602410, 2012; 0.84% of 340,000 active;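 active means B-score under library mean minus 4 SD, starting fluorescence ratio at most library mean plus 5 SD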;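 further: more negative B-score means stronger inhibition of thallium flux through KCNK3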
KCNQ1 act: potentiators or activators of KCNQ1 channel, primary screen, cell-based, thallium flux, high-throughput; Potassium voltage-gated channel subfamily KQT member 1 (Homo sapiens), P51787; CHO-K1 KCNQ1, thallium flux FluxOR fluorescence; stronger effect = higher value; B-score at 10 µM; 0.35% of 310,000 active; AID 2648, 2010;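 active means fluorescence ratio B-score, a plate-corrected score, at least three library SD, with initial intensity B-score within 5 SD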
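Material: CHO-K1 cells stably expressing KCNQ1. Medium: assay buffer for compound exposure, DMSO matched across wells. Reagent: K+/Tl+ depolarizing stimulus. Compound dosing: single-concentration screen. Times: 37 °C overnight plating, 90-min dark dye load, 20-min compound pretreatment. Technique: FluxOR Tl+ flux fluorescence.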
HDAC3 inh: HDAC3 deacetylase inhibitors, primary screen, biochemical, fluorescence, cell-free homogeneous | Histone deacetylase 3 (Homo sapiens), O15379 | recombinant HDAC3, fluorogenic peptide/trypsin coupled | inhibition, % at 8.3 µM | 0.15% of 320,000 active; in the data active means inhibition above about 26%, passing the limit was not always enough
Target sequence (O15379 whole entry, looked up): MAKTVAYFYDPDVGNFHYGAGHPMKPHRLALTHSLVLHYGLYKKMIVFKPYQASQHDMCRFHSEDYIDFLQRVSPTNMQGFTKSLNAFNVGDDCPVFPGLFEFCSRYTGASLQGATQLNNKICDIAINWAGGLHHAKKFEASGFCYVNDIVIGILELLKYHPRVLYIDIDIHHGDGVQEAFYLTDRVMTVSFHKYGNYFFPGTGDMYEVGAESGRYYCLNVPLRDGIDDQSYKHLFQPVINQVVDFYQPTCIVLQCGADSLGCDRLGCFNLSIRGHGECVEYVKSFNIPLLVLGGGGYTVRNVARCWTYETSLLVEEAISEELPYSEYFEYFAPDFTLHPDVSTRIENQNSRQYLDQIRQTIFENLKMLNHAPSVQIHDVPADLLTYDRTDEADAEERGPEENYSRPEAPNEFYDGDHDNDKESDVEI
TMEM16A act: TMEM16A chloride channel activators or potentiators, primary screen, cell-based, HTS. Anoctamin-1 (Mus musculus), Q8BHY3. HEK293 TMEM16A/YFP-H148Q/I152L, iodide quench fluorescence; stronger effect = lower value. B-score at 10 µM. 0.3% of 340,000 active;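 active means fluorescence-ratio B-score plate-corrected deviation score at least 3 library SD below zero, with starting fluorescence score within 5 deviations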;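 further: channel opened by trigger with iodide after compound preincubation; score built on the fluorescence ratio of max minus min over baseline; more negative score means more quench and so TMEM16A activation or potentiation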
KCNK9 block: KCNK9 potassium channel inhibitors, primary screen, HEK293 cells, thallium flux; Potassium channel subfamily K member 9 (Homo sapiens), Q9NPC2; B-score at 10 µM; 1.2% of 310,000 active; FluxOR thallium flux fluorescence; stronger effect = lower value;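 active means ratio B-score over 3 SD below the library mean, with starting fluorescence within 5 SD of its mean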;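 further: negative B-score means less thallium flux so channel inhibition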
RGS4 pot: RGS4 potentiators or activators, primary screen, cell-based, HEK293 M3R inducible RGS4, calcium flux; carbachol calcium flux Fluo4; stronger effect = lower value; B-score at 10 µM; 0.92% of 310,000 active; AID 463111, 2010;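 active means B-score of the integrated calcium signal more than 4 SD below the library mean, with starting fluorescence not abnormally high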;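 further: negative B-score means reduced calcium response which marks RGS4 activation or potentiation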
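Assay system: Inducible-RGS4 HEK293 cells carrying M3 receptor | Schedule: Compound preincubation 20 min at room temperature before agonist | Signal: Kinetic calcium fluorescence imaging with Fluo4-AM dye, 2 µM | Read-out basis: B score from integrated fluorescence ratio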
SKKanGAS inh: S. pyogenes SKKanGAS growth inhibitors in kanamycin, primary screen, streptokinase expression inhibitor project, SKKanGAS strain, BacTiter-Glo luminescence | inhibition, % at 7.5 µM | AID 1662, 2009 | 6 h | 1.3% of 300,000 active;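 active means mean replicate score, as percent of positive control median, at least 50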;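 further: strain carries kanamycin resistance gene driven by streptokinase promoter and grows in 40 µg/ml kanamycin; loss of luminescence reflects streptokinase promoter inhibition or plain growth inhibition; 0% = median of DMSO wells and 100% = positive control at its reference dose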
hERG protect: hERG rescue from dofetilide block, primary screen, cell-based, CHO-hERG, FluxOR thallium flux, dofetilide IC70; Voltage-gated inwardly rectifying potassium channel KCNH2 (Homo sapiens), Q12809; dofetilide IC70 present; activation (rescue from dofetilide block), less the hit threshold, % at 10 µM; 0.51% of 310,000 active; AID 1511, 2009;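 active means activation above the mean of controls blocked by dofetilide plus 5 SD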;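 further: thallium influx through hERG after potassium depolarization seen as dye fluorescence rise; in these data hits start at about 4.7%; inactives centre near -7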
TMEM16A inh: TMEM16A chloride channel inhibitors, primary screen, cell-based, HTS. Anoctamin-1 (Mus musculus), Q8BHY3. HEK293 TMEM16A/YFP iodide influx fluorescence, ionomycin. normalized B-score (activity score, 25-100; higher = stronger inhibition) at 10 µM. 1.2% of 310,000 active;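 active means ratio plate-corrected score three or more library SD toward inhibition, starting fluorescence score within five deviations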;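 further: score derived from kinetic fluorescence span divided by baseline fluorescence per well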
RGS4 inh: RGS4 inhibitors, primary screen, cell-based, HEK293 M3R inducible RGS4, calcium flux; Fluo-4 calcium flux; stronger effect = higher value; triggered by carbachol at its EC20; B-score at 10 µM; 0.45% of 310,000 active;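 active means B-score, a plate-corrected calcium signal, over three deviations above library mean, with baseline fluorescence within five deviations of library mean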;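 further: RGS4 expression induced by doxycycline in cells with stable M3 receptor; B-score is computed from the integrated fluorescence ratio over baseline after carbachol; higher B-score means a larger calcium signal and so more RGS4 inhibition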
Numbers without * were called inactive; i = inactive; . = not tested or not shown.

SMILES	KCNQ1 block	KCNK3 block	KCNQ1 act	HDAC3 inh	TMEM16A act	KCNK9 block	RGS4 pot	SKKanGAS inh	hERG protect	TMEM16A inh	RGS4 inh
COc1cccc(CSc2nnc(CSc3nc4nc(C)cc(C)n4n3)s2)c1	i	i	i	2.4	i	i	i	-1.7	0.8	i	i
CCC(=O)C1CCCN(C(=O)c2ccc(OC)c(OC3CCN(C(C)=O)CC3)c2)C1 (stereo not given)	i	i	i	12.2	i	i	i	-1.6	-8.0	i	i
O=C(N/N=C/c1ccc(C(F)(F)F)cc1)c1ccc(O)cc1	i	i	i	7.2	i	i	i	10.7	-3.8	i	i
CN1c2ccccc2C(C)(C)C12CC(c1cccc(S(=O)(=O)N3CCCC3)c1)=NO2 (stereo not given)	i	i	i	1.0	i	i	i	-6.9	-10.7	i	i
CC(=O)Nc1cccc(Oc2ncnc3scc(-c4ccc(C)cc4)c23)c1	i	i	i	1.3	i	i	i	-4.3	-9.1	i	i
COC(=O)Cn1c(=NC(=O)c2cc(OC)cc(OC)c2)sc2cc(OC)ccc21	i	i	i	-8.1	i	i	i	2.1	-6.6	i	i
COCc1cc(C)nc2sc(C(=O)Nc3ccc(C(=O)OC)cc3)c(N)c12	i	i	i	-9.8	i	i	i	14.7	-8.2	i	i
Cc1cccc(NC(=O)c2cc3n(n2)C(C(F)(F)F)CC(C2CC2)N3)c1C (stereo not given)	i	i	i	-7.0	i	i	i	-6.4	-15.9	i	i
Cc1cc(C(=O)COC(=O)c2nc3nccc(C)n3n2)c(C)n1CC1CCCO1 (stereo not given)	i	i	i	4.7	i	i	i	-2.7	-4.4	i	i
O=C(CSc1nnc(CNC(=O)c2cccs2)o1)NCCc1ccccc1	i	i	i	5.5	i	i	i	4.2	-0.8	i	i
CC(=O)c1ccc2noc(-c3ccc(F)cc3)c2c1	i	i	i	2.6	i	i	i	-3.7	-4.2	i	i
CCOc1ccc(N(CC(=O)Nc2ccc(OC)cc2)S(=O)(=O)c2c(C)noc2C)cc1	i	i	i	-1.7	i	i	i	-4.6	-5.0	i	i
Cc1ccccc1NC(=S)NCCc1ccc(S(N)(=O)=O)cc1	i	i	i	-2.3	i	i	i	1.5	-4.8	i	i
COC(=O)c1sccc1NC(=S)N1C(C)CCCC1C (stereo not given)	i	i	i	-3.4	i	i	i	0.8	-12.9	i	i
CCCN1CCC(NC(=O)C2CC=CCC2C(=O)O)CC1 (stereo not given)	i	i	i	0.9	i	i	i	-0.5	-6.8	i	i
Cc1csc(=O)n1CC(=O)OCC(=O)c1c(N)n(CC(C)C)c(=O)n(C)c1=O	i	i	i	1.8	i	i	i	1.6	-12.6	i	i
CCOc1cc(Br)c(C(=O)O)cc1OC	i	i	i	-0.4	i	i	i	4.7	-5.5	i	i
Cc1cc(C)nc(SCC(=O)NC2CCCC2)n1	i	i	i	-0.4	i	i	i	5.4	-16.3	i	i
O=C(CSc1nc2ccccc2[nH]1)N1CCN(S(=O)(=O)c2ccc(Cl)cc2)CC1	i	i	i	-3.8	i	i	i	2.9	-8.8	i	i
Cc1onc(-c2ccccc2)c1C(=O)N/N=C/c1cn(C)c2ccccc12	i	i	i	-3.6	i	i	i	4.5	-4.0	i	i
CC(C)CNC(=O)CSc1ccc(Cl)cc1	i	i	i	-0.4	i	i	i	3.4	-4.8	i	i
CCOC(=O)Cn1c(=O)n(Cc2ccc(C)cc2)c(=O)c2cccnc21	i	i	i	6.7	i	i	i	7.9	-6.6	i	i
Cc1ccc(NCc2nnc(SCC(=O)NCc3ccco3)n2CC2CCCO2)cc1Cl (stereo not given)	i	i	i	.	i	i	i	3.1	-13.1	i	i
CCOc1ccc2[nH]c(C(=O)N/N=C/c3cc(OC)c(OC)c(OC)c3)cc2c1	i	i	i	-3.4	i	i	i	21.8	-9.8	i	i
COc1ccc(OCc2nn3c(-c4ccco4)nnc3s2)cc1	i	i	i	-2.9	i	i	i	0.8	-3.6	i	i

Following part
SMILES	KCNQ1 block	KCNK3 block	KCNQ1 act	HDAC3 inh	TMEM16A act	KCNK9 block	RGS4 pot	SKKanGAS inh	hERG protect	TMEM16A inh	RGS4 inh
CSCCC1NC(=O)N(CC(=O)Nc2ccc(-c3ccccc3)cc2)C1=O (stereo not given)	i	i	i	-2.4	i	i	i	-1.9	-6.6	i	i
Cc1ccc2c(c1)nnn2C1CCN(CC(=O)Nc2ccccc2N2CCOCC2)CC1	i	i	i	2.3	i	i	i	1.7	-3.8	i	i
CSc1ccc(/C=N/NC(=O)c2cccc(O)c2)cc1	i	i	i	1.3	i	i	i	1.9	-6.9	i	i
COCCNC(=O)Cn1cc(C(=S)N2CCOCC2)c2ccccc21	i	i	i	7.1	i	i	i	2.9	-8.1	i	i
Cc1ccc2nc(-c3ccc(NC(=O)COC(=O)c4ccco4)cc3)sc2c1	i	i	i	-22.7	i	i	i	1.1	-9.3	i	i
NC(=O)c1ccccc1OCC(=O)NC12CC3CC(CC(C3)C1)C2	i	i	i	0.7	i	i	i	-3.0	-1.1	i	i
CC1CCCCC1NC(=O)CCS(=O)(=O)c1cc2c(cc1Cl)NC(=O)CO2 (stereo not given)	i	i	i	-1.2	i	i	i	1.6	-1.2	i	i
c1ccc2[nH]c(NCc3ccc4c(c3)OCO4)nc2c1	i	i	i	15.1	i	i	i	-1.5	-4.9	i	i
C=CCOc1ccc(/C=C/C(=O)OCC(=O)NCC2CCCO2)cc1 (stereo not given)	i	i	i	0.3	i	i	i	-1.2	-13.7	i	i
CCOC(=O)Cn1nc(-c2ccc(C)cc2)c2ccccc2c1=O	i	i	i	0.9	i	i	i	0.2	-18.5	i	i
C=CCN(CC=C)C(=O)c1cc(Cl)ccc1[N+](=O)[O-]	i	i	i	4.0	i	i	i	-4.7	0.0	i	i
Cc1nnc(NC(=O)COc2ccc3c(C)cc(=O)oc3c2)s1	i	i	i	-9.5	i	i	i	3.5	-9.6	i	i
Cc1nnc(SCC(=O)N2CC(C)OC(C)C2)n1-c1ccccc1 (stereo not given)	i	i	i	0.8	i	i	i	-11.1	-6.3	i	i
C[C@@H]1CN(c2c(F)c(F)c3c(=O)c(C(=O)O)cn(C4CC4)c3c2F)C[C@H](C)N1	i	i	i	.	.	i	i	64.6*	-10.0	.	i
CC(C)N(C(=O)c1ccc2nc(-c3ccccc3)c(-c3ccccc3)nc2c1)C(C)C	i	i	i	-5.3	i	i	i	11.5	-9.3	i	i
CCOCCCNc1nc(-c2ccccc2)nc2ccccc12	i	i	i	-2.5	i	i	i	-2.2	-18.0	i	i
CCOc1ccc2nc(N(CCCN(C)C)C(=O)c3ccc(S(=O)(=O)N4CCCC4)cc3)sc2c1	i	i	i	6.9	i	i	i	1.4	-4.6	i	i
COc1ccc(-n2nc(C(=O)NCC(=O)N3CCN(c4ccccc4F)CC3)c3ccccc3c2=O)cc1	i	i	i	-8.6	i	i	i	4.1	-5.6	i	i
CC(=O)Nc1ccc(NC(=O)C2CC(=O)N(c3cccc(Cl)c3)C2)cc1 (stereo not given)	i	i	i	1.6	i	i	i	-9.5	-16.0	i	i
CCOc1ccc(NC(=O)c2ccc(NC(=O)Cc3n[nH]c(=O)c4ccccc34)cc2)cc1	i	i	i	-16.8	i	i	i	-2.7	-6.0	i	i
COc1ccc(C(C)NS(=O)(=O)Cc2ccccc2)cc1 (stereo not given)	i	i	i	3.4	i	i	i	-3.5	-3.3	i	i
O=c1c2cc([N+](=O)[O-])cc([N+](=O)[O-])c2[nH]n1-c1ccccc1	i	i	i	8.4	i	i	i	17.5	-6.8	i	i
CC(C)OCCCNC(=O)C1CCC(CNS(=O)(=O)c2ccc(Cl)cc2)CC1 (stereo not given)	i	i	i	3.3	i	i	i	-0.2	-2.6	i	i
Cc1cccc(CNC(=O)Cn2ccc3cc(S(=O)(=O)N4CCCC4)ccc32)c1	i	i	i	-10.6	i	i	i	2.3	-4.2	i	i
Cc1cc(NCCCN2CCOCC2)n2nc(C)c(-c3ccc(F)cc3)c2n1	i	i	i	3.2	i	i	i	-1.0	-4.4	i	i
CC(NC(=O)C1CCCN(S(=O)(=O)N2CCOCC2)C1)c1ccccc1 (stereo not given)	i	i	i	7.3	i	i	i	-1.4	-2.9	i	i

In another format: 4 of the compounds above
> CC(=O)Nc1ccc(NC(=O)C2CC(=O)N(c3cccc(Cl)c3)C2)cc1 (stereo not given)
  KCNQ1 block: i; KCNK3 block: i; KCNQ1 act: i; HDAC3 inh: 1.6; TMEM16A act: i; KCNK9 block: i; RGS4 pot: i; SKKanGAS inh: -9.5; hERG protect: -16.0; TMEM16A inh: i; RGS4 inh: i

> CSCCC1NC(=O)N(CC(=O)Nc2ccc(-c3ccccc3)cc2)C1=O (stereo not given)
  KCNQ1 block: i; KCNK3 block: i; KCNQ1 act: i; HDAC3 inh: -2.4; TMEM16A act: i; KCNK9 block: i; RGS4 pot: i; SKKanGAS inh: -1.9; hERG protect: -6.6; TMEM16A inh: i; RGS4 inh: i

> CC1CCCCC1NC(=O)CCS(=O)(=O)c1cc2c(cc1Cl)NC(=O)CO2 (stereo not given)
  KCNQ1 block: i; KCNK3 block: i; KCNQ1 act: i; HDAC3 inh: -1.2; TMEM16A act: i; KCNK9 block: i; RGS4 pot: i; SKKanGAS inh: 1.6; hERG protect: -1.2; TMEM16A inh: i; RGS4 inh: i

> Cc1cc(NCCCN2CCOCC2)n2nc(C)c(-c3ccc(F)cc3)c2n1
  KCNQ1 block: i; KCNK3 block: i; KCNQ1 act: i; HDAC3 inh: 3.2; TMEM16A act: i; KCNK9 block: i; RGS4 pot: i; SKKanGAS inh: -1.0; hERG protect: -4.4; TMEM16A inh: i; RGS4 inh: i

Hits appear at their usual frequency; 6.3% or so of the library scored in one or more.
